# Screens from PubChem.
# SENP8 block-1: SENP8 protease inhibition. Q96LD8. purified SENP8, Z-RLRGG-aminoluciferin cleavage, luminescence. inhibition, % at 10 µM. 330,000 compounds, 1.2% hits. AID 2540; in the data active means inhibition above about 50%
# SENP1 FRET inh: SENP1 (human) catalytic domain inhibition; recombinant SENP1 catalytic domain, CyPet-SUMO1-YPet FRET cleavage; inhibition, % at 10 µM; 360,000 compounds, 0.21% hits; AID 624204;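 active means inhibition at least 30% at 10 µM, raw YFP signal under a set limit, fluorescence ratio 0.5 to 1.5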;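 further: 0% = enzyme with DMSO and 100% = no enzyme wells; some results filed as inactive read as strong as hits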
# Target sequence (Q9P0U3 419-644 limits assumed): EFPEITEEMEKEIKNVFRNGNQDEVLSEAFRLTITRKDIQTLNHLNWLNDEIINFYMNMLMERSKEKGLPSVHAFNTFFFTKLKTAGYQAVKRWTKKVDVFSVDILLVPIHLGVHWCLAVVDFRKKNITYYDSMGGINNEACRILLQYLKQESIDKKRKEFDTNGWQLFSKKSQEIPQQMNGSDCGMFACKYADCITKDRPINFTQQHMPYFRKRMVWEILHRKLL
#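 Test system: hSENP1 catalytic domain, recombinant; Amount: 20 pM final SENP1 enzyme; Medium: Tris pH 8 buffer plus EDTA, NaCl, BME, BSA, NP40, catalase; Schedule: 50 min enzyme reaction, room temperature, light-protected; Technique: FRET fluorescence in CFP and YFP emission channels; Controls: no-enzyme wells low, DMSO-plus-enzyme wells high control.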
# SENP6 inh: inhibitors of human SENP6 protease; Q9GZR1; AID 2599; inhibition, % at 10 µM; 330,000 compounds, 1.8% hits; Recombinant SENP6 catalytic domain, aminoluciferin luminescence;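 active means inhibition above about 50% at the single tested dose, limit read from the data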;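 further: plate controls were DMSO wells with enzyme for no effect and DMSO wells lacking enzyme for full effect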
# SENP7 block: inhibitors of human SENP7 protease; Q9BQF6; recombinant SENP7, Z-RLRGG-aminoluciferin luminescence, 40 min; inhibition, % at 5 µM; 330,000 compounds, 1.5% hits; AID 434973;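 active means inhibition above about 50% at the single test dose, limit read from the data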;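 further: plate controls were DMSO with enzyme for no effect and no enzyme buffer wells for full effect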
# SENP8 block-2: inhibitors of human SENP8 protease; Q96LD8; AID 602440; inhibition, % at 20 µM; 360,000 compounds, 0.64% hits; recombinant SENP8, Nedd8 substrate fluorescence; in the data active means inhibition mostly above about 40%, no sharp cut-off; inactive means mostly below about 27%
# PfGluPho inh: PfG6PD (Plasmodium falciparum) enzyme inhibition; PfGluPho enzyme, NADPH resazurin-diaphorase fluorescence; inhibition, % at 20 µM; 350,000 compounds, 0.78% hits;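 active means inhibition reaching at least a set limit at 20 µM in the primary screen, cut at about 59% in these data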;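 further: 0% = DMSO wells with substrate and 100% = DMSO wells lacking glucose-6-phosphate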
# Apaf1 inhib: blocks human Apaf-1 apoptosome activity | O14727 | reconstituted apoptosome caspase-3 activity, DEVD-Rh110 fluorescence | inhibition, % at 20 µM | 330,000 compounds, 0.71% hits; active means inhibition of at least 40% at 20 µM;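 further: plate controls were DMSO wells for no effect and DEVD-CHO caspase inhibitor wells for full effect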
#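 Assay system: Apoptosome proteins | Medium: pH 7.5 Hepes buffer with CHAPS, BSA, DTT | Also added: Cytochrome c and DEVD-Rh110 substrate | Times: 30 min plus 50 min, RT | Detection: Rhodamine 110 fluorescence at Ex 480/Em 540 nm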
# HKDC1 inhibitor: HKDC1 (human) hexokinase inhibition; recombinant HKDC1, G6PDH/diaphorase resazurin coupled fluorescence; inhibition, % at 20 µM; 340,000 compounds, 0.16% hits; AID 493160;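 active means inhibition above about 35% when tested at 20 µM, limit read from the data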;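 further: plate controls were DMSO wells with enzyme for no effect and DMSO wells lacking enzyme for full effect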
# Target sequence (Q2TB90 whole entry, looked up): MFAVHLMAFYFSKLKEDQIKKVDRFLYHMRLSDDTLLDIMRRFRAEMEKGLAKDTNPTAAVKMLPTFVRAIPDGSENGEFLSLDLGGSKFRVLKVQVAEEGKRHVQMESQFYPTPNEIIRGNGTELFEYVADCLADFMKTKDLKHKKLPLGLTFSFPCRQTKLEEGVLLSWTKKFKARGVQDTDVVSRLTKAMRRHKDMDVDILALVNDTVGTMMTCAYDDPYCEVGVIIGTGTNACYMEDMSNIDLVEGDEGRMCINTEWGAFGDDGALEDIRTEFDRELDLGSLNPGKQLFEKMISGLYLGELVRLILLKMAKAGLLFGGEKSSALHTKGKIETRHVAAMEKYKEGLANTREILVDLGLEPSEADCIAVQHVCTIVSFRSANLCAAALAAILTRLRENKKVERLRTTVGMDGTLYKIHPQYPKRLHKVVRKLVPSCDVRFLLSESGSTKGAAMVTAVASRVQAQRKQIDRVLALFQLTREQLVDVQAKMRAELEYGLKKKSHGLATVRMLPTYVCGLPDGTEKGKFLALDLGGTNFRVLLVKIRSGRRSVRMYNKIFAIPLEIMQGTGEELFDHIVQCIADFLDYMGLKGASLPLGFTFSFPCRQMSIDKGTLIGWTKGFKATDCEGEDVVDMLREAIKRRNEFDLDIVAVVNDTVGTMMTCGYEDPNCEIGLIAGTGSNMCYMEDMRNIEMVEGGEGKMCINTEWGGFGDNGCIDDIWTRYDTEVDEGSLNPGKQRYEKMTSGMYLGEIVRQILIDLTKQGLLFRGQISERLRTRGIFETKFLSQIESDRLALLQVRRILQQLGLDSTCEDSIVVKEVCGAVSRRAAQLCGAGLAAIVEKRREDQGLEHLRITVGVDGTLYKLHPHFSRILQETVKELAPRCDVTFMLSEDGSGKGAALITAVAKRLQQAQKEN
#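 Material: recombinant HKDC1 hexokinase; Amount: HKDC1 at 5 µg/mL; Medium: Tris pH 8.0 buffer with MgCl2, Tween-20, BSA, BME; Schedule: 90 min reaction incubation at room temperature, dark; Technique: coupled resazurin fluorescence, excitation 525 nm, emission 613 nm.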
# Numbers without * were called inactive; · = not tested or not shown. Random draw from the library; 3.6% or so of the library scored in one or more.
SMILES,SENP8 block-1,SENP1 FRET inh,SENP6 inh,SENP7 block,SENP8 block-2,PfGluPho inh,Apaf1 inhib,HKDC1 inhibitor
COc1ccc2c(c1OC)C(=O)OC2,4,2,-2,0,6,12,-10,-4
Oc1ccccc1CNc1ccc2c(c1)OCCO2,4,2,12,11,11,16,-10,4
Cc1cc(C)nc(NC(=O)CSc2nn(C)c(=S)s2)n1,5,-2,-1,13,27,-15,-7,1
CC(C)CCC(CC(C)O)C(=O)NNC(=S)Nc1ccccc1 (stereo not drawn),4,1,5,2,-7,-12,-11,0
CCc1cccc(CC)c1NC(=O)c1cccc(S(=O)(=O)N2CCN(C)CC2)c1,-11,1,1,-10,3,15,7,-6
O=S(=O)(Nc1cccc(-c2ccc(N3CCCCCC3)nn2)c1)c1ccccc1F,-13,4,-18,-2,-14,-3,16,-1
CSc1ccccc1C(=O)C1CCCN(C(=O)c2cc(C(C)C)no2)C1 (stereo not drawn),-1,1,-11,-2,9,6,9,0
COc1cc(S(=O)(=O)N2CCOCC2)ccc1NC(=O)c1cc2c(s1)CCC2,-3,0,-6,-7,-4,-9,9,5
Cc1c(Cl)cccc1NS(=O)(=O)c1c(C(=O)N2CCOCC2)c(C)n(C)c1C,-11,2,-16,-7,-13,-9,-5,-4
Cc1ccc(N(C)S(=O)(=O)c2cccc(C(=O)Nc3ccc(C)cn3)c2)cc1,-4,1,-7,-11,6,28,45*,-1
CN(CC(=O)Nc1c(Cl)cccc1Cl)C(=O)C1CCN(C(=O)Nc2ccccc2)CC1,2,1,-5,-6,9,-2,-3,-3
NC(=O)CCNC(=O)c1ccc(Cl)cc1,0,0,-2,9,14,-6,-3,-3
COc1ccc(Cl)cc1NC(=O)CN(C)C(=O)CN1C(=O)NC(C)(c2ccc3ccccc3c2)C1=O (stereo not drawn),·,3,·,·,5,11,·,1
O=C(NN=C1CCCCCC1)c1cc2ccccc2cc1O,7,-30,15,5,-88,8,13,-1
O=C(COc1ccc2c3c(c(=O)oc2c1)CCCC3)NCc1cccnc1,-1,1,-1,-4,-257,-8,2,6
O=C(O)c1ccc2ncsc2c1,3,0,-15,3,31,4,-23,41*
CC1=Nn2c(nnc2C2CCCCC2)SC1,-6,1,-16,-6,18,-15,1,4
CC(C)n1nc(C(=O)OCC(=O)N2CC(=O)Nc3ccccc32)c2ccccc2c1=O,0,1,-8,0,21,-2,-1,-9
CN(CCc1ccccn1)C(=O)CCC1CCCN(C(=O)c2ccccn2)C1 (stereo not drawn),-10,1,-17,-2,18,-12,-3,-3
CSc1nc(C)c(CCOCc2ccccc2)c(=O)[nH]1,-5,3,1,-6,6,2,7,-1
COCCn1nnnc1C(c1ccc(OC)c(OC)c1)N1CCN(c2nc3ccccc3s2)CC1 (stereo not drawn),-5,3,-17,-13,12,-3,6,1
Cc1ccc(NC(=S)/C(=C(\[O-])c2ccc(F)cc2)[n+]2ccccc2)cc1,6,-101,31,1,-28,11,6,3
Cc1cc(C)n2nc(C(=O)Nc3ccc4c(c3)OCO4)cc2n1,-3,0,9,-3,7,42,-6,4
CCOc1ccccc1N(CC(=O)NC(C)(C)C)C(=O)c1ccc(CN2CCOCC2)o1,-1,0,-3,-4,8,-5,-15,-9
COc1ccc(C(=O)N=c2nc3ccccn3s2)cc1,90*,1,95*,98*,22,9,1,3

# Among those listed so far, six contain a halogen.
SMILES,SENP8 block-1,SENP1 FRET inh,SENP6 inh,SENP7 block,SENP8 block-2,PfGluPho inh,Apaf1 inhib,HKDC1 inhibitor
O=S(=O)(Nc1cccc(-c2ccc(N3CCCCCC3)nn2)c1)c1ccccc1F,-13,4,-18,-2,-14,-3,16,-1
Cc1c(Cl)cccc1NS(=O)(=O)c1c(C(=O)N2CCOCC2)c(C)n(C)c1C,-11,2,-16,-7,-13,-9,-5,-4
CN(CC(=O)Nc1c(Cl)cccc1Cl)C(=O)C1CCN(C(=O)Nc2ccccc2)CC1,2,1,-5,-6,9,-2,-3,-3
NC(=O)CCNC(=O)c1ccc(Cl)cc1,0,0,-2,9,14,-6,-3,-3
COc1ccc(Cl)cc1NC(=O)CN(C)C(=O)CN1C(=O)NC(C)(c2ccc3ccccc3c2)C1=O (stereo not drawn),·,3,·,·,5,11,·,1
Cc1ccc(NC(=S)/C(=C(\[O-])c2ccc(F)cc2)[n+]2ccccc2)cc1,6,-101,31,1,-28,11,6,3

# (further entries)
SMILES,SENP8 block-1,SENP1 FRET inh,SENP6 inh,SENP7 block,SENP8 block-2,PfGluPho inh,Apaf1 inhib,HKDC1 inhibitor
CCCc1cc(C(=O)Nc2nnc(C)s2)cs1,-5,3,1,7,4,17,0,-11
CCOC(=O)CNC(=O)C1c2ccccc2Oc2ccccc21,-4,1,3,5,12,-17,5,4
CCC1Oc2ccc(C)cc2N(CC(=O)NCCN2CCOCC2)C1=O (stereo not drawn),-2,0,5,-5,11,-11,-7,-5
CC(C)(C)C(=O)Nc1cc(NC(=O)C(C)(C)C)cc(C(=O)NNC(=O)c2ccncc2)c1,2,2,-3,-34,11,-3,2,-3
O=C(O)CCNC(=O)OCC1c2ccccc2-c2ccccc21,-2,1,3,-1,1,1,0,-3
Cc1ccc(S(=O)(=O)N2CCC(C(=O)OCC(=O)N(C)C3CCS(=O)(=O)C3)CC2)cc1C (stereo not drawn),-11,3,-17,13,3,-6,6,3
NS(=O)(=O)c1ccc(NC(=O)CN2C(=O)C3C4C=CC(C4)C3C2=O)cc1 (stereo not drawn),-4,1,9,-5,11,-5,-5,-7
CN(CC(=O)Nc1ccc(Cl)cc1)C(=O)Cc1c(F)cccc1Cl,4,2,-4,8,0,7,-5,-3
CCOC(=O)c1ccc(NC(=O)CSCc2ccco2)cc1,-4,2,-12,8,14,8,6,9
O=[N+]([O-])c1cc(S(=O)(=O)NC2=NCCCCC2)ccc1Cl,-2,2,-8,-10,-4,-5,-3,5
CNC[C@H]1Oc2ccc(NC(=O)Nc3ccc4c(c3)OCO4)cc2C(=O)N([C@H](C)CO)C[C@@H]1C,-5,-1,2,11,14,6,12,5
C=CCOc1ccc(C2NC(=O)c3ccccc3O2)cc1OCC (stereo not drawn),8,2,10,-5,-40,-7,-5,4
CC(C)C(NC(=O)CSCc1ccc([N+](=O)[O-])cc1)C(C)C,-3,1,4,1,2,-4,-6,2
CCc1nnc(NC(=O)CCn2cnc3ccccc3c2=O)s1,1,5,6,3,5,-19,-5,-5
COc1ccc(/C=N/N=C(\N)c2nonc2N)cc1OC,11,0,17,26,13,-11,-9,13
CC1(C)CC(=O)C/C(=N/Nc2nc3ccccc3s2)C1,4,-16,-7,6,-250,11,4,-6
O=C(CCCN1C(=O)/C(=C/c2ccccc2Cl)SC1=S)NNC(=O)c1cccnc1,7,2,29,18,14,-23,10,9
Cc1ccccc1C(=O)N1CCc2cc(-c3csc(NC(=O)CN4CCCC4)n3)ccc21,-10,1,-20,-6,8,28,18,2
O=C(O)C1CCCN1S(=O)(=O)c1ccc(Cl)cc1 (stereo not drawn),2,2,19,1,13,-4,0,1
Cc1cccc(CSC2=NN3CCCC(=O)N=C3S2)c1,-5,1,13,-3,2,7,11,-4
CCOC(=O)c1c(C)c(C(=O)NC2CCCCCC2)c(C)n1C,·,-18,·,·,10,7,·,-10
CCOc1ccc(C(=O)Nc2ccc(S(=O)(=O)Nc3cc(C)on3)cc2)cc1,9,1,-17,2,-3,-3,-2,-3
COc1ccc(NS(=O)(=O)c2cccc(NC(=O)c3ccc(Cl)nc3)c2)cc1,-1,0,7,5,15,9,-2,0
CCC(C)C(=O)Nn1c(C2CC2)nc2cc(OC)c(OC)cc2c1=O (stereo not drawn),3,3,-21,-7,9,-2,-24,1
COc1ccc(NC(=O)c2ccc3c(c2)CCN3S(=O)(=O)c2ccccc2)cc1,-1,5,-9,0,20,18,7,0
# Continuation:
SMILES,SENP8 block-1,SENP1 FRET inh,SENP6 inh,SENP7 block,SENP8 block-2,PfGluPho inh,Apaf1 inhib,HKDC1 inhibitor
CCOc1cc(/C=N/NC(=O)c2nnn(-c3nonc3N)c2C)ccc1OCc1ccc(F)cc1,4,2,5,1,-168,-3,-16,-5
Nc1nc(Nc2ccccc2F)nc(NCc2ccco2)c1[N+](=O)[O-],-10,-17,-8,-2,22,11,10,3
COc1ccc(-n2c(C)cc(/C=N/Nc3nnc(C)n3N)c2C)cc1,7,0,-1,3,23,66*,53*,4
Cc1c(NC(=O)COC(=O)C2(c3ccc(F)cc3)CCCC2)c(=O)n(-c2ccccc2)n1C,-11,1,3,-10,8,2,2,-8
CCn1cc(/C=N\NC(=O)c2csc3ccccc23)c(C)n1,-1,-1,17,4,0,10,1,-2
Cc1ccc(N2C(=O)N3[C@H](c4cccc(C)c4)[C@@H]4C(=O)N(Cc5ccccc5)C(=O)[C@@H]4[C@]3(C)C2=O)cc1,-4,2,-2,3,6,12,7,8
COc1ccc(OC)c(S(=O)(=O)NCC(=O)O)c1,-2,1,0,-5,10,8,-8,-2
CCNC(=S)N/N=C(\C)c1cccc([N+](=O)[O-])c1,-6,2,2,-5,21,10,-7,-8
O=C(NN=Cc1cccc([N+](=O)[O-])c1)c1cc(-c2cccnc2)nc2ccccc12,6,1,-7,2,6,24,10,-5
N/C(=N\OC(=O)CCC1CCCC1)c1ccccc1,41,0,69*,17,5,-6,8,-2
CC1(c2ccc(Cl)cc2)NC(=O)N(CC(=O)N2CCCC2)C1=O (stereo not drawn),6,0,11,-1,11,-4,-7,-13
Cc1ccc(-c2csc3ncnc(Oc4cccc5ccc(C)nc45)c23)cc1,-9,0,-1,2,9,-9,-8,-4
S=C(NCc1ccc(Cl)cc1)NCc1ccccn1,-12,0,-27,-7,10,-6,5,-9
Cc1ccc2nc(SC(C(=O)c3ccccc3)c3ccccc3)nc(C)c2c1 (stereo not drawn),-3,0,-23,-5,11,8,12,-10
CCOc1ccc(NC(=O)C(=O)N/N=C\c2ccc(CNS(=O)(=O)c3ccccc3)o2)cc1,1,-3,0,11,6,15,-11,-10
Cc1ccc(N(CC(=O)NC2CCCCC2)C(=O)CNC(=O)c2ccco2)c(C)c1,5,-1,-9,4,12,-3,4,-6
COc1cc(Br)c(C(=O)c2nccc3cc(OC)c(OC)cc23)cc1OC,95*,31,90*,92*,113*,88*,89*,15
Cn1cnnc1SCC(=O)Nc1ccc(S(N)(=O)=O)cc1,-4,1,1,-4,-13,11,-9,-2
COc1cc2c(cc1OC)CN(C(=O)CCNC(=O)c1ccc(Br)cc1)CC2,1,1,-6,6,6,-5,10,0
O=C(C1CCN(Cc2nc(-c3ccc(Cl)cc3)no2)CC1)N1CCOCC1,-1,1,-4,5,10,4,-2,-4
COc1cccc(NC(=O)C2CCCN(c3ncnc4c3nc3n4CCCCC3)C2)c1 (stereo not drawn),5,1,-9,0,8,-1,8,4
Cc1nn(Cc2ccc(Br)cc2)c(C)c1NC(=O)c1nn(C)cc1Cl,1,1,4,-4,12,-5,-4,-10
CN(C)CCNC(=O)c1cc2sc3ccccc3c2s1,-4,3,1,-6,-61,-10,3,-3
CCn1c(SCC(=O)NCc2ccc(C)cc2)nnc1-c1ccncc1,-2,-1,-2,-1,-9,-10,-20,12
COc1ccc(-c2noc(CSc3ccc(C)cc3)n2)cc1,0,-15,11,12,-4,13,3,9
Nc1cccc(-c2cn3cccnc3n2)c1,-1,2,2,-1,-50,-3,-6,0
Cc1ccc2cc(CN(C(=O)c3ccco3)c3ccccc3)c(=O)[nH]c2c1,-2,0,5,6,-31,-10,8,-8
COc1cccc(C2C(C#N)=C(N)Oc3cc(C)n(Cc4ccco4)c(=O)c32)c1 (stereo not drawn),3,6,3,1,-7,-1,-8,-1
